# FLuc inh: Firefly luciferase inhibition profiling of diverse chemical library using quantitative high-throughput screening; 76,000 compounds, 2.5% hits; AID 1347043, 2019; purified P. pyralis luciferase, luminescence, biochemical; Potency, µM (highest dose often 115 µM), without a hit: at the highest dose activity change, negative = inhibition, actives largely listed as inhibitors; note: potency is the fitted concentration of half-maximal effect; nearly all actives have a fitted effect of over 65% in size
# Target sequence (P08659 whole entry, looked up): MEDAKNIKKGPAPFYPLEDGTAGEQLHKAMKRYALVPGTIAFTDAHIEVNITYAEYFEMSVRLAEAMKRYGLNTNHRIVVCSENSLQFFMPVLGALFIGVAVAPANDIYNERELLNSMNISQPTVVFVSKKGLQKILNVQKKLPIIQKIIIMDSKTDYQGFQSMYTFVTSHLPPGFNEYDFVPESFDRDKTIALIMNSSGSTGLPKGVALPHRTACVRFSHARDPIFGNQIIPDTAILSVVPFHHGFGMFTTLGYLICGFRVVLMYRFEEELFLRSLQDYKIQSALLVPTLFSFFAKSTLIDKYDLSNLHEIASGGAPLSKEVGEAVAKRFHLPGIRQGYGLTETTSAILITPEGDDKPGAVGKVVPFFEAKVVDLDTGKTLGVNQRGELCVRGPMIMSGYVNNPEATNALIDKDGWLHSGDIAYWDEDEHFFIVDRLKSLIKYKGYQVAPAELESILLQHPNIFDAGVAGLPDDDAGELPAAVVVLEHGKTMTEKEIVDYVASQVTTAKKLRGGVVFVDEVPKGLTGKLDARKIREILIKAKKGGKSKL
#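 FLuc 10nM, D-luciferin 10uM, ATP 10uM, Mg acetate 10mM, Tris acetate pH 7.5, Tween/BSA; cpd qHTS; enzyme added last; CCD luminescence.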
# IP6K1 inhibitor: Primary qHTS assay for small molecule inhibitors of Inositol hexaphosphate kinase 1 (IP6K1) | Inositol hexakisphosphate kinase 1 (Homo sapiens), Q92551 | IP6K1 kinase, ADP-Glo luminescence, 2 h; active compounds read low | activity change, % (series mostly up to about 58 µM) | 140,000 compounds, 0.81% hits | AID 1645851, 2021; in the data active = activity change below about -25%
# Target sequence (Q92551 whole entry, looked up): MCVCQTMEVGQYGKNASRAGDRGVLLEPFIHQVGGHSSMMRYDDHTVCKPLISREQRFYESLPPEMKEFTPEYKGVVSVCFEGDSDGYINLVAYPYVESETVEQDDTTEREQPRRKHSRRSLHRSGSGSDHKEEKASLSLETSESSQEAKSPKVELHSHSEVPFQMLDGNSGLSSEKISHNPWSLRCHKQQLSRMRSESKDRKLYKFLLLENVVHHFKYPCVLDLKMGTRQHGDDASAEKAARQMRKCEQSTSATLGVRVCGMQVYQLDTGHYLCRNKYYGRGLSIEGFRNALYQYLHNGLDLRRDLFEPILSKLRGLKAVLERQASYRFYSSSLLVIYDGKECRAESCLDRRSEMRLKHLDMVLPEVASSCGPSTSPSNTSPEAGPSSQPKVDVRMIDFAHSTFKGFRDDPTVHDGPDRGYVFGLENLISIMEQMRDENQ
#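 ADP-Glo luminescence measures ADP made by human IP6K1 during a 2 h RT reaction with ATP/IP6 (mix at 1.3 mM/130 uM); top library doses 57.5 and 19.1 uM final.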
# SNCA expr inhib: Primary qHTS assay for inhibitors of alpha-synuclein gene (SNCA) expression. Potency, µM (series often up to 57.2 µM), for the others: at the top dose activity change, negative = inhibition, hits mostly inhibitors. 140,000 compounds, 0.17% hits. HEK-293 SNCA-luciferase knock-in, luminescence, 24 h;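 note: potency is the fitted concentration of half-maximal effect; plate controls were DMSO cells for no effect and cell-free wells for full effect; nearly all actives have a fitted effect of over 45% in size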
# HEK cytotox: Cytotoxic Profiling in HEK 293 Cell Line of Diverse Libraries Using Quantitative High-Throughput Screening; AID 1345083, 2018; 94,000 compounds, 6.6% hits; HEK 293 viability, ATP luminescence (CellTiter-Glo), 48-72 h; Potency, µM (highest dose often 115 µM), inactives show at the top dose activity change, negative = cytotoxicity, usual class: inhibitors; note: potency is the fitted concentration of half-maximal effect; nearly all actives have a fitted effect of over 60% in size
#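 CellTiter-Glo luminescence (cellular ATP) was read after 48 or 72 hr of compound exposure at 37 degree Celsius. Cells were HEK 293 plated at 250 cells/well.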
# GPT2 inh: Primary qHTS assay for inhibitors of Glutamate pyruvate transaminase 2 (GPT2). Alanine aminotransferase 2 (Homo sapiens), Q8TD30. Recombinant GPT2, coupled pyruvate oxidase/HRP Amplex Red fluorescence. Potency, µM (doses to about 57.7 µM), without a hit: top-dose activity change, negative = inhibition, usual class: inhibitors. 100,000 compounds, 0.25% hits. AID 1671188, 2021; note: potency is the fitted concentration of half-maximal effect; nearly all actives have a fitted effect of over 60% in size; many of its hits are not listed in these tables
#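 GPT2 10ng/uL, a-KG 250uM, L-Ala 2mM, HEPES pH7.5 + 0.0001% Tween; 30 min RT. Then Amplex mix (PO/HRP/ThPP), 30 min RT dark, fluorescence. AOA 50uM used as positive control.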
# 3T3 cytotox: Cytotoxic Profiling in NIH 3T3 Cell Line of Diverse Libraries Using Quantitative High-Throughput Screening; AID 1345082, 2018; 94,000 compounds, 4.3% hits; NIH 3T3 viability, CellTiter-Glo ATP luminescence, 48-72 h; Potency, µM (series often up to 96.7 µM), for the others: top-dose activity change, negative = cytotoxicity, hits mostly inhibitors; note: potency is the fitted concentration of half-maximal effect; nearly all actives have a fitted effect of over 55% in size
#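 Cytotoxicity is measured as loss of cellular ATP: NIH 3T3 cells (400/well) are exposed to compound for 48 or 72 hr at 37 °C, then CellTiter-Glo luminescence is imaged after 10 min at room temperature.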
# HEK293 viab: GF-AFC viability counterscreen for inhibitors of alpha-synuclein gene (SNCA) expression | HEK-293-SNCA-luc viability, GF-AFC fluorescence, 24 h | Potency, µM (highest dose often 57.1 µM), without a hit: at the highest dose activity change, negative = cytotoxicity, actives largely listed as cytotoxic | 150,000 compounds, 0.12% hits;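 note: potency is the fitted concentration of half-maximal effect; 0% = DMSO-treated cells and -100% = medium-only wells without cells; nearly all actives have a fitted effect of over 30% in size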
#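 HEK-293-SNCA-luc cells (1500/well) plated 24 h, then exposed 24 h to a dilution series; GF-AFC added 30 min at 37C, fluorescence 405/540 nm; normalised to medium-only and DMSO wells, Hill fit.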
# * hit, by the source's call; i = inactive; ? = inconclusive; / = not tested or not shown; [ ] = dose if it differs, or a comment. Unless noted, calls come from the whole dose curve; as a rule, active = well fitted curve in the direction sought with a large enough effect; inconclusive = small, poorly fitted or top-dose-only effect, or another doubt; inactive = no such curve, though single readings can be large; an effect the other way counts as inactive or inconclusive. Unless noted, % is set by controls: 0 for no effect and ±100 for the full control effect.
# Short forms: A = FLuc inh; B = IP6K1 inhibitor; C = SNCA expr inhib; D = HEK cytotox; E = GPT2 inh; F = 3T3 cytotox; G = HEK293 viab
O=C(N1CCC2(CC1)NCc1ccccc1-n1ccnc12)C1(c2ccccc2)CC1
  A = 11% | B = 4 | C = 14% | D = -10% | E = i | F = ? | G = 2%

COc1ccc(-c2cccc3c2CCNC3)cc1OC
  A = 4% | B = -13 | C = -8% | D = ? | E = i | F = ? | G = 2%

CCCS(=O)(=O)N1C[C@@H]2C[C@H](C1)c1c(-c3ccc(Cl)cc3)ccc(=O)n1C2
  A = 2%[172 µM] | B = 5 | C = 0%[87.6 µM] | D = -8%[172 µM] | E = -12%[88.5 µM] | F = 3%[174 µM] | G = -10%[87.6 µM]

O=C1CO[C@H]2CN(Cc3cccnc3)C[C@H]2N1c1ccccc1
  A = -7%[172 µM] | B = 0 | C = -12%[87.6 µM] | D = i | E = i | F = -21%[174 µM] | G = -11%[87.6 µM]

CNC(C)c1ccc(Cl)cc1 (stereo not drawn)
  A = / | B = -9 | C = 12%[87.6 µM] | D = -18%[230 µM] | E = 5%[88.5 µM] | F = -15%[174 µM] | G = 4%[87.6 µM]

Cc1ccc(Cl)c(O)c1
  A = / | B = -2 | C = -32%[25.6 µM] | D = / | E = 3% | F = / | G = -21%[23.9 µM]

Cc1cccc(NC(=O)Cn2cc(C(=O)c3ccccc3)c3ccccc32)c1
  A = / | B = 10 | C = ? | D = / | E = / | F = / | G = ?

Cc1oc(-c2ccc(Cl)cc2)nc1CN1C(=O)CN=C(c2ccccc2)c2ccccc21
  A = / | B = -1 | C = ? | D = / | E = / | F = / | G = ?

CC(C)N1CCC2(CC1)CNCc1ccccc1O2
  A = -6% | B = -1 | C = 12% | D = -4% | E = 5% | F = -2% | G = 11%

COc1ccc2c(c1)C1(CCN(C(=O)CCc3ccccc3)C1)C(=O)N2C (stereo not drawn)
  A = 0% | B = 17 | C = -12% | D = -4% | E = i | F = -1% | G = -10%

COc1ccc(CC(=O)N2CCC3(CC2)c2nccn2-c2ccccc2CN3C)cc1
  A = 12% | B = 29 | C = -24% | D = -7% | E = -7% | F = ? | G = 2%

O[C@H]1[C@H](NC2CCOCC2)[C@@H](C2CCCCC2)C[C@H]1O
  A = 2%[230 µM] | B = -8 | C = 5%[87.6 µM] | D = -9%[230 µM] | E = -1%[88.5 µM] | F = -7%[230 µM] | G = 4%[87.6 µM]

COc1ccc(C(CN)N2CCCC2)cc1 (stereo not drawn)
  A = / | B = -6 | C = ? | D = i | E = -4%[88.5 µM] | F = i | G = -13%[87.6 µM]

CN(C)CC(=O)Nc1ccc2n(c1=O)C[C@H]1C[C@@H]2CN(S(=O)(=O)c2ccccc2)C1
  A = -9%[172 µM] | B = -2 | C = ? | D = -3%[172 µM] | E = 2%[88.5 µM] | F = -14%[174 µM] | G = -13%[87.6 µM]

COCCN1CCC(N2CCN(C(=O)Cc3c(F)cccc3Cl)CC2)C1=O (stereo not drawn)
  A = 0% | B = 2 | C = -2% | D = i | E = i | F = i | G = 15%

# Next section:
# Short forms: A = FLuc inh; B = IP6K1 inhibitor; C = SNCA expr inhib; D = HEK cytotox; E = GPT2 inh; F = 3T3 cytotox; G = HEK293 viab
COc1ccc(-c2cc3c(cn2)CN(C)CCN3)cn1
  A = 6.3µM* | B = -5 | C = 4%[87.6 µM] | D = -24%[230 µM] | E = i | F = ? | G = -6%[87.6 µM]

N#Cc1cccc(NC(=O)NC[C@H]2C[C@@H]3CCN2C[C@@H]3CN2CCN(c3ccc(F)cc3)CC2)c1
  A = -11% | B = -3 | C = -22% | D = ? | E = -2% | F = ? | G = 1%

CNCC(=O)N1CC(COC)C2(CCNCC2)C1 (stereo not drawn)
  A = -16% | B = 3 | C = 7% | D = -2% | E = -14% | F = -7% | G = 9%

Cn1nc(C2CCCCC2)cc1[C@H]1CN2CC[C@H]1C[C@@H]2CNC(=O)COc1ccccc1
  A = 2% | B = -2 | C = -5% | D = 45µM* | E = i | F = ? | G = -4%

CN1CCc2cccc(Cl)c2CC1
  A = / | B = / | C = 1% | D = / | E = -5% | F = / | G = 4%

COc1ccc(-c2cn(C[C@H]3CC4CCN3C[C@@H]4C(=O)NCc3ccc(F)cc3)nn2)cc1 (stereo partly drawn)
  A = -4% | B = 19 | C = -10% | D = ? | E = -7% | F = ? | G = -1%

O=C(COc1ccc(F)cc1)N1CCN2CCS(=O)(=O)N(C3CC3)C(=O)C2C1 (stereo not drawn)
  A = -9% | B = 9 | C = 9% | D = 1% | E = 5% | F = 1% | G = -1%

COc1cc2c(cc1OCC1CC1)NC(=O)C21CCN(Cc2cccc(O)c2)CC1
  A = ? | B = -16 | C = 5%[87.6 µM] | D = 89µM* | E = -6%[88.5 µM] | F = ? | G = -11%[87.6 µM]

OCc1nnc2n1-c1ccc(Cl)cc1C(c1ccccc1Cl)=NC2
  A = / | B = 2 | C = / | D = / | E = i | F = / | G = -7%

CCN(C(C)=O)c1cccc(-c2ccnc3c(C#N)cnn23)c1
  A = / | B = -13 | C = -55%[25.6 µM] | D = / | E = -3% | F = / | G = 2%[23.9 µM]

CC(C)NC(=O)NC[C@H]1C[C@@H]2CCN1C[C@@H]2CN1CCN(c2ccccn2)CC1
  A = 10%[172 µM] | B = -8 | C = -15%[87.6 µM] | D = 1%[172 µM] | E = -1%[88.5 µM] | F = 3%[174 µM] | G = 3%[87.6 µM]

O=C(c1ccccc1)N1C[C@@H]2C[C@H](C1)c1ccc(C3CCCCC3)c(=O)n1C2
  A = -3%[172 µM] | B = 10 | C = -5%[87.6 µM] | D = ? | E = -8%[88.5 µM] | F = -42%[174 µM] | G = -27%[87.6 µM]

Cc1ccccc1-c1ccc2n(c1=O)C[C@H]1C[C@@H]2CN(C(=O)CSCC(=O)O)C1
  A = 0%[172 µM] | B = 15 | C = -21%[87.6 µM] | D = -1%[172 µM] | E = -14%[88.5 µM] | F = 4%[174 µM] | G = 16%[87.6 µM]

CN1CCC(NCC2(CO)C[C@@H](O)[C@@H](O)C2)CC1 (stereo partly drawn)
  A = -5%[172 µM] | B = 4 | C = 20%[87.6 µM] | D = 0%[172 µM] | E = -6%[88.5 µM] | F = i | G = 0%[87.6 µM]

O=S1(=O)NCC2(CCN(Cc3ccsc3)C2)Oc2ncccc21 (stereo not drawn)
  A = / | B = -2 | C = -19% | D = 4% | E = 2% | F = i | G = 0%

# Rewritten in CSV form: three of the compounds above
structure,FLuc inh,IP6K1 inhibitor,SNCA expr inhib,HEK cytotox,GPT2 inh,3T3 cytotox,HEK293 viab
O=C(COc1ccc(F)cc1)N1CCN2CCS(=O)(=O)N(C3CC3)C(=O)C2C1 (stereo not drawn),-9%,9,9%,1%,5%,1%,-1%
COc1cc2c(cc1OCC1CC1)NC(=O)C21CCN(Cc2cccc(O)c2)CC1,?,-16,5%[87.6 µM],89µM*,-6%[88.5 µM],?,-11%[87.6 µM]
OCc1nnc2n1-c1ccc(Cl)cc1C(c1ccccc1Cl)=NC2,/,2,/,/,i,/,-7%

# Whole records as entered above. Screens in order: FLuc inh	IP6K1 inhibitor	SNCA expr inhib	HEK cytotox	GPT2 inh	3T3 cytotox	HEK293 viab
# Listed for Cc1ccccc1-c1ccc2n(c1=O)C[C@H]1C[C@@H]2CN(C(=O)CSCC(=O)O)C1 → 0%[172 µM]	15	-21%[87.6 µM]	-1%[172 µM]	-14%[88.5 µM]	4%[174 µM]	16%[87.6 µM]
# Listed for O=S1(=O)NCC2(CCN(Cc3ccsc3)C2)Oc2ncccc21 (stereo not drawn) → /	-2	-19%	4%	2%	i	0%
# Listed for COc1cc2c(cc1OCC1CC1)NC(=O)C21CCN(Cc2cccc(O)c2)CC1 → ?	-16	5%[87.6 µM]	89µM*	-6%[88.5 µM]	?	-11%[87.6 µM]
# Listed for CCN(C(C)=O)c1cccc(-c2ccnc3c(C#N)cnn23)c1 → /	-13	-55%[25.6 µM]	/	-3%	/	2%[23.9 µM]
# Listed for CNCC(=O)N1CC(COC)C2(CCNCC2)C1 (stereo not drawn) → -16%	3	7%	-2%	-14%	-7%	9%

# The results go on:
# Short forms: A = FLuc inh; B = IP6K1 inhibitor; C = SNCA expr inhib; D = HEK cytotox; E = GPT2 inh; F = 3T3 cytotox; G = HEK293 viab
C=C(C)[C@H]1CN[C@H](C(=O)O)[C@H]1CC(=O)O
  A = / | B = -4 | C = -27% | D = / | E = ? | F = / | G = -8%

O=S(=O)(NC[C@H]1C[C@@H]2CCN1C[C@@H]2CN1CCCCC1)c1ccc(Cl)cc1
  A = -1%[172 µM] | B = 1 | C = 3%[87.6 µM] | D = ? | E = i | F = -28%[174 µM] | G = -8%[87.6 µM]

COC1(CS(=O)c2ccccc2)CCN(CCc2c[nH]c3ccc(F)cc23)CC1 (stereo not drawn)
  A = / | B = / | C = -7% | D = / | E = i | F = / | G = -2%

CCOC(=O)c1c(C(C#N)=CN)c2ccc(Cl)c(Cl)c2n1C
  A = / | B = / | C = 32%[activator] | D = / | E = i | F = / | G = ?

C[S+](=O)([O-])N1CCC2(CC1)CC(c1cccnc1)=NO2
  A = / | B = -22 | C = 4% | D = 0% | E = i | F = i | G = -3%

# A portion of the library; the hit share may differ from the screen's.
